From PubChem
H69AR growth 86K – growth inhibitors of human H69AR lung tumor cells | H69AR lung tumor viability, ATP luminescence, 72 h; stronger effect = lower value | viability, % at 10 µM | 85,000 tested, 6% active;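 active = viability at or below 40%; inactive = viability above 40%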;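 note: multidrug resistant small cell line overexpressing MRP-1 efflux transporter; 100% = mean luminescence of untreated control wells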
CD11b adhes inh – CD11b/CD18-fibrinogen binding inhibition; P05107+P11215; K562 CD11b/CD18 adhesion to fibrinogen, ATPlite luminescence; Mn2+ added to activate the integrin; inhibition, % at 10 µM; 93,000 tested, 0.54% active; AID 1497;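 active = primary inhibition of 50% or more at 10 µM, then 40% or more on retest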; note: some results filed as inactive read as strong as hits
HUVEC inhibit – inhibitors of human endothelial cell proliferation. HUVEC proliferation, CellTiter-Glo luminescence, 72 h; stronger effect = lower value. viability, % at 10 µM (by protocol). 86,000 tested, 1.1% active;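 active = viability at or below 30%; inactive = viability above 30%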;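 note: 100% = median luminescence of DMSO-only cell control wells on each plate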
Mac1 fbg enh – enhancers of human CD11b/CD18 binding to fibrinogen; 93,000 tested, 0.07% active; activation, % at 10 µM; AID 1499; K562 CD11b/CD18 adhesion to fibrinogen, ATPlite luminescence;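 active = 10 µM primary screen giving 50% or more activity, confirmed by 40% or more on retest at that dose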; note: strong numbers were not always called active
CYP2C19 activ – activators of human cytochrome P450 2C19 | P33261 | recombinant CYP2C19, luciferin-H EGE luminescence; stronger effect = higher value; 0 = fully inhibited enzyme, 1 = untreated enzyme | activation factor at 5 µM | 96,000 tested, under 10 active | AID 1025;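 active = activation factor of at least 2 at 5 µM in the primary screen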;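 note: 0 = wells with 2.5 mM tranylcypromine and 1 = vehicle-only wells; values of inactives mirror those of a sister screen read the other way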
Target sequence (P33261 whole entry, looked up): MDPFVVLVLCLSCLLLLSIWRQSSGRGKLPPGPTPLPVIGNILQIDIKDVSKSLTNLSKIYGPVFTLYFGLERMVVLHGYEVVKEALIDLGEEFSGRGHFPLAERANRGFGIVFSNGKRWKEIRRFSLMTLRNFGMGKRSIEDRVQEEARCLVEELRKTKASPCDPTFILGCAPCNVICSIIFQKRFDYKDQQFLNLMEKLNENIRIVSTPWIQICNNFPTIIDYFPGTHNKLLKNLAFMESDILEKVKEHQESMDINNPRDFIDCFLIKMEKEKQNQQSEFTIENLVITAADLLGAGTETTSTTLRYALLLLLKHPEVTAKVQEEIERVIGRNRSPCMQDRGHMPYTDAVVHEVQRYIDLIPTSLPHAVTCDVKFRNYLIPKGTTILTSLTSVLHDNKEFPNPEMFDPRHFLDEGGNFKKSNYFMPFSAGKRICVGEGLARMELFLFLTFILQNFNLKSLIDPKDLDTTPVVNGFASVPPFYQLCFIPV
ERa coact pot – enhances coactivator binding to human estrogen receptor alpha. P03372. TR-FRET ERalpha-LBD/SRC-Cy5 coactivator binding, 2 h; 100 = basal binding, no effect. coactivator binding (% of control), % at 25.6 µM. 86,000 tested, 1.3% active. AID 639; in the data active = activity above about 200%;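 note: binding measured in presence of low estradiol as agonist stimulus; 0% = peptide alone without receptor and 100% = receptor with peptide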
Target sequence (P03372 whole entry, looked up, the tested form may be a part): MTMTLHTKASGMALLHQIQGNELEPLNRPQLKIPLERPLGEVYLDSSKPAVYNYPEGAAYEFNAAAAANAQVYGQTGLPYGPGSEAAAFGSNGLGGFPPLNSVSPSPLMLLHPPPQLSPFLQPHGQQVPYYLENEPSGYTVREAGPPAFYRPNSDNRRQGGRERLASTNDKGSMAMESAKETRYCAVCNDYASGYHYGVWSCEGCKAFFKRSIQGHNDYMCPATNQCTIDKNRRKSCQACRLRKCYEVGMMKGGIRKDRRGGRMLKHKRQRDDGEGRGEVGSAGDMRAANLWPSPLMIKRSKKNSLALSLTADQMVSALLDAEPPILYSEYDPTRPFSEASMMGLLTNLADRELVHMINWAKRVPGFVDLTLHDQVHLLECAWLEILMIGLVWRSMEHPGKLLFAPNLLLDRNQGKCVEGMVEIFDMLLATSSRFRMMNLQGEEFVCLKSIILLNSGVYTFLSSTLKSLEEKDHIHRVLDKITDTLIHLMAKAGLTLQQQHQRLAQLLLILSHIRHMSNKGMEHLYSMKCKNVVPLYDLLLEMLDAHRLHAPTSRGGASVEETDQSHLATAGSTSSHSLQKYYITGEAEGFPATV
CYP2C19 inhib – human CYP2C19 inhibition. CYP2C19 Supersomes, luciferin-H EGE luminescence, 30 min. 96,000 tested, 21% active. inhibition, % at 5 µM. P33261;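 active = CYP2C19 inhibition above a set limit at 5 µM in the primary screen, cut at about 50% in these data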;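 note: plate controls were negative control wells for no effect and 2.5 mM tranylcypromine positive control for full effect; values of inactives mirror those of a sister screen read the other way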
Fibroblast inh – blocks proliferation of human lung fibroblasts. LL 47 human lung fibroblast viability, ATP luminescence; stronger effect = lower value. 85,000 tested, 1.1% active. AID 719. viability, % at 10 µM;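 active = viability at or below 50% in the single dose screen; inactive = viability above 50%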;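 note: compound exposure lasted 72 h before the ATP readout; 100% = median luminescence of untreated cell-only wells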
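Times – overnight cell rest, 72 h compound treatment at 37 °C · Test system – human lung fibroblast line LL 47, low passage · Amount – 1,150 cells in each well · Controls – cell-only wells, no compound · Doses – 0.1% DMSO in all compound wells · Measured by – CellTiter-Glo luminescence · Buffer or medium – IMEM plus 15% FBS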
ERa coact inh – ER-alpha (human) coactivator binding inhibition. inhibition, % at 25.6 µM. 86,000 tested, 1.7% active. TR-FRET ER-alpha LBD / SRC-1 peptide, estradiol-bound; in the data active = inhibition above about 50%;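 note: 0% = receptor plus peptide control and 100% = peptide only without receptor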
Starred values were filed as active, the others as inactive; . = not tested or not shown; [ ] = remark or other dose.

Start of the listing, in advance (seven entries):
SMILES	H69AR growth 86K	CD11b adhes inh	HUVEC inhibit	Mac1 fbg enh	CYP2C19 activ	ERa coact pot	CYP2C19 inhib	Fibroblast inh	ERa coact inh
O=C1NN=C(c2ccc(Cl)cc2)CC1c1cccc(Cl)c1 (stereo not drawn)	94.4	-6.6	107.3	-2.7	0.3	86.3	67.6*	102.9	0.1
CCOC(=O)N1CCC(NC(=O)Cn2cc3c(n2)CCC(C)C3)CC1 (stereo not drawn)	84.7	.	87.2	.	.	123.8[fluorescence artefact?]	.	93.5	-4.2
CC(=O)CCN1CCOCC1	28.6*	-39.0	95.8	-2.3	1	105.7	-3.0	90.1	-2.8
Cc1cc(C)c2cc(C(c3nnnn3CC3CCCO3)N3CCN4CCCC4C3)c(=O)[nH]c2c1 (stereo not drawn)	86.7	-2.2	85.3	-1.6	1	111.4	-4.2	95.9	2.6
CCSc1nc(C2CC2)cc(-c2cccs2)c1C#N	69.9	6.2	60.8	0.6	0.3	80.3	68.5*	90.1	-2.6
N#C/C=C(/N)c1ccc(Br)cc1	.	7.2	.	-3.7	0.8	.	15.7	.	.
CCCN(CCO)Cc1cccc(Oc2ccccc2)c1	102.9	-4.8	96.7	-3.9	0.6	124.1[fluorescence artefact?]	42.1	100.0	4.5[fluorescence artefact?]

All compounds of this part, repeating the preview:
SMILES	H69AR growth 86K	CD11b adhes inh	HUVEC inhibit	Mac1 fbg enh	CYP2C19 activ	ERa coact pot	CYP2C19 inhib	Fibroblast inh	ERa coact inh
O=C1NN=C(c2ccc(Cl)cc2)CC1c1cccc(Cl)c1 (stereo not drawn)	94.4	-6.6	107.3	-2.7	0.3	86.3	67.6*	102.9	0.1
CCOC(=O)N1CCC(NC(=O)Cn2cc3c(n2)CCC(C)C3)CC1 (stereo not drawn)	84.7	.	87.2	.	.	123.8[fluorescence artefact?]	.	93.5	-4.2
CC(=O)CCN1CCOCC1	28.6*	-39.0	95.8	-2.3	1	105.7	-3.0	90.1	-2.8
Cc1cc(C)c2cc(C(c3nnnn3CC3CCCO3)N3CCN4CCCC4C3)c(=O)[nH]c2c1 (stereo not drawn)	86.7	-2.2	85.3	-1.6	1	111.4	-4.2	95.9	2.6
CCSc1nc(C2CC2)cc(-c2cccs2)c1C#N	69.9	6.2	60.8	0.6	0.3	80.3	68.5*	90.1	-2.6
N#C/C=C(/N)c1ccc(Br)cc1	.	7.2	.	-3.7	0.8	.	15.7	.	.
CCCN(CCO)Cc1cccc(Oc2ccccc2)c1	102.9	-4.8	96.7	-3.9	0.6	124.1[fluorescence artefact?]	42.1	100.0	4.5[fluorescence artefact?]
CCCCCCn1c2c(c(=N)c3c1CCC3)CCC2	26.0*	.	92.4	.	0.8	119.4	22.9	67.5	-6.8
Cc1ccccc1Nc1nc(N)nc(COC(=O)C(NC(=O)c2ccco2)C(C)C)n1 (stereo not drawn)	82.6	-8.7	104.6	-4.3	0.7	116.5	30.9	95.7	1.0
O=C(CCC(=O)N(CC(=O)NC1CCCC1)Cc1ccc2c(c1)OCO2)Nc1ccccn1	89.3	0.3	93.6	-5.1	0.6	112.3	39.3	110.3	6.5[fluorescence artefact?]
CCOC(=O)c1ccc(NS(=O)(=O)c2cnc[nH]2)cc1	103.2	-24.2	95.0	2.3	0.7	84.2	28.3	101.6	7.8
CC(C(=O)O)N1C(=O)CSC1=S (stereo not drawn)	103.4	5.3	105.6	-5.5	1.1	117.2	-6.6	98.4	-4.3
COc1ccc(N2CCCn3c2nc2c3c(=O)n(CCc3ccccc3)c(=O)n2C)cc1	59.2	4.4	71.8	-0.4	1	105.3	4.8	100.3	3.1
CCC(=O)NCCSc1c[nH]c2ccccc12	69.4	6.1	89.9	-3.2	0.7	96.2	28.0	98.2	-61.9
CC(C)C(NC(=O)OCc1ccccc1)C(=O)NCC(=O)OC(C)(C)C (stereo not drawn)	94.4	-16.4	94.2	-2.1	0.2	90.6	82.6*	106.1	-5.5
CS/C(=C\[N+](=O)[O-])Nc1ccc(F)cc1	84.0	-11.5	87.2	4.8	1	96.8[fluorescence artefact?]	-2.9	99.8	-13.0
COc1ccc(NC(=O)C2CCN(C(=O)c3ccc(OC)cc3)CC2)cc1	85.4	3.4	83.6	-2.6	1	110.4	-2.1	100.7	-3.6
Nc1ccc(-c2nnc(-c3ccc(-c4ccccc4)cc3)o2)cc1	55.0	-2.6	50.5	3.6	0.7	74.8[fluorescence artefact?]	25.3	97.6	30.0[fluorescence artefact?]
O=C(CSCc1ccc(Cl)cc1)NCC1CCCO1 (stereo not drawn)	97.7	-11.8	94.3	-1.0	0.7	108.9	31.5	103.2	-3.4
Cn1c(=O)cc(OCCCC(=O)NC2CCCC2)c2ccccc21	65.4	-12.4	75.2	0.9	0.9	119.5	10.2	79.3	-0.3[fluorescence artefact?]
COc1ccc(CCNC(=O)c2ccc(Cl)cc2Cl)cc1	.	4.0	.	-0.7	0.1	.	88.6*	.	.
COC(=O)c1ccccc1NC(=O)Cn1c(CCC(=O)O)ccc1-c1cccs1	96.4	7.0	98.8	-0.9	0.5	102.5	53.3*	103.5	5.2
COc1ccc(OC)c(C(=O)COC(=O)C2CC3CCCC(C2)C3=O)c1 (stereo not drawn)	98.2	7.7	96.2	-6.6	0.5	100.5	50.5*	100.7	14.8
Cc1cc(NC(=O)c2ccc3c(c2)OCO3)ccc1NC(=O)c1ccco1	94.2	.	77.3	.	.	99.4	.	90.5	6.0
COc1ccc(-n2cnc3ccccc32)cc1	81.9	-8.6	70.4	-0.5	0.4	113.7	61.2*	93.5	-1.5
Cc1ccccc1C1=NC(c2ccc(F)cc2F)ON1 (stereo not drawn)	100.9	5.9	88.9	-1.6	0.5	115.3	49.8	94.2	1.5
O=C(NCc1cccnc1)c1ccc(CS(=O)(=O)c2ccc(Br)cc2)o1	89.3	8.5	112.8	-3.8	0	118.4	100.1*	94.6	-5.0
C=CCNC(=O)COc1ccc(Br)cc1Cl	94.2	5.6	109.6	-4.2	0.1	108.5	92.6*	106.7	-3.0
COC(=O)C(NC(=O)c1ccccc1Cl)(Nc1ncc(S(=O)(=O)c2ccc([N+](=O)[O-])cc2)s1)C(F)(F)F (stereo not drawn)	.	4.6	.	2.9	1	.	3.0	.	.
CCNc1nc(Oc2ccc(Cl)cc2Cl)cc(C(F)(F)F)n1	.	39.1	.	-4.9	1.1	.	-5.2	.	.
O=C(c1cc2ccccc2oc1=O)N(Cc1ccco1)CC1CCCO1 (stereo not drawn)	89.0	-10.1	96.4	-3.3	0.9	153.3	12.0	100.3	1.7
COc1cccc(C(=O)Nc2ccc(-c3nc4ccccc4o3)c(O)c2)c1	9.5*	-2.7	74.2	85.0	0.8	150.4[fluorescence artefact?]	15.2	78.9	59.8*[fluorescence artefact?]
O=C1C(NS(=O)(=O)c2cccs2)=C(N2CCN(c3cccc(C(F)(F)F)c3)CC2)C(=O)c2ccccc21	55.3	16.6	67.9	3.1	0.7	92.6	30.6	90.5	0.6
COCc1cc(C)nc2sc3c(=O)n(Cc4ccco4)nnc3c12	69.3	5.3	94.4	-1.2	1	115.7	2.2	96.9	-5.8
O=c1o[nH]c(-c2ccccc2)c1C1=NCCCCC1	87.9	.	102.2	.	.	103.4	.	92.8	1.0
CCN(CC)CC(O)Cn1c2ccccc2c2ccccc21 (stereo not drawn)	75.9	-13.8	94.1	-1.4	0.9	135.7	9.1	93.1	-3.5
CC(C)(Oc1ccc(Cl)cc1)C(=O)NCc1ccco1	107.5	-1.0	96.8	-2.4	0.9	77.7	11.4	100.8	27.4[fluorescence artefact?]
Clc1ccccc1-c1nnc2sc(-c3ccco3)nn12	83.5	-9.4	95.9	1.2	0.3	108.3	69.3*	104.0	-3.1
O=S(=O)(c1ccccc1)c1nc(-c2ccccc2)oc1NCc1cccnc1	93.8	-2.2	70.5	-0.7	0.9	102.5	13.8	93.3	-5.6
CCC(=O)Nc1ccc(NC(=O)C23CC4CC(CC(C4)C2)C3)cn1	.	-21.7	.	-7.2	1	.	3.2	.	.
CCn1cc(C(=O)NCCN(C)CCc2ccccc2)c(=O)c2cc(S(=O)(=O)N(C)C)ccc21	92.0	-8.0	85.1	0.1	0.6	101.8	37.0	89.2	-5.5
COc1ccc(NC(=O)Nc2nnc(N3CCCCC3C)s2)cc1OC (stereo not drawn)	81.8	.	104.3	.	.	98.3	.	94.5	2.8
CC1(C)Cc2c(c(N3CCOCC3)nc3sc4c(=O)[nH]cnc4c23)CS1	42.7	-18.6	64.6	-2.2	1.1	83.0	-9.3	92.6	30.4
O=C(Nc1cccc(Cl)c1)OCc1cnc(Cl)s1	98.6	-5.9	88.7	-2.0	0.7	100.9	27.5	111.4	3.6
Cc1cc(C)c2c(=O)n(CC(=O)NCCCN3CCOCC3)sc2n1	85.8	11.1	97.8	-4.1	0.7	92.0	33.4	99.6	-8.6
CC1CCCCN1c1cc(C#N)c(C#N)cc1[N+](=O)[O-] (stereo not drawn)	.	-10.4	.	-3.2	0.8	.	24.7	.	.
Cc1ccccc1S(=O)(=O)Cc1ccc(C(=O)N2CCN(C3CCCCC3)CC2)o1	80.3	.	90.1	.	.	108.8	.	91.6	-3.3
Cc1cc(C)cc(CC2CC(=O)N(c3ccc4c(c3)OCCO4)C2=O)c1 (stereo not drawn)	106.0	-22.8	110.4	7.0	1	128.1	4.2	91.9	-2.8
CCC(CC)c1nnc(NC(=O)c2c(C)nn(Cc3ccccc3Cl)c2C)s1	72.2	14.9	99.4	-1.3	0.8	100.4	18.6	98.0	1.3
CC1CC(C)CN(C2CCN(Cc3cccnc3)CC2)C1 (stereo not drawn)	87.4	-7.4	103.4	0.4	1	106.6	2.6	105.0	-3.3
O=C(CCN1c2ccccc2Sc2ccccc21)OCc1nnc(-c2ccccc2)o1	86.8	11.2	81.9	-2.5	0	135.5	95.7*	99.8	10.4[fluorescence artefact?]
Cc1nc(CSc2nnc3scc(-c4ccc(Cl)cc4)n23)cs1	78.0	4.8	94.9	0.6	0.4	76.6	60.5*	86.8	11.5
c1cncc(-c2nnc(C3CCCCC3)o2)c1	98.3	-6.8	97.2	-0.1	0.9	100.2	12.7	97.3	4.0
CCOC(=O)c1[nH]c(C)c(/C(O)=C2\C(=O)C(=O)N(CCN(C)C)C2c2cccc(OC)c2OC)c1C (stereo not drawn)	90.2	56.3	101.8	-1.8	1.2	598.9*[fluorescence artefact?]	-18.2	97.6	-2.2[fluorescence artefact?]
COc1ccc(C2C(C(=O)Nc3ccccc3)=C(C)N=C3SCC(=O)N32)cc1 (stereo not drawn)	95.1	.	99.8	.	.	107.6	.	107.4	-6.6
Cc1nc2nc3c(c(=O)n2[nH]1)CCC3	.	-12.3	.	-6.2	1	.	4.0	.	.
CN(C)c1cc[n+](Cc2ccccc2)cc1	82.5	1.5	94.8	-0.1	1	101.8	-3.4	57.5	-4.8
CC1CN(c2cc(=O)n(-c3ccccc3)c(=O)[nH]2)CC(C)O1 (stereo not drawn)	100.6	-50.9	108.5	-0.3	1.1	131.8	-9.7	100.6	-4.2
Cc1nc(CN2CCN(C(=O)c3ccc(C(C)(C)C)cc3)CC2)cs1	101.0	-3.9	107.2	-1.7	0.6	91.8	39.3	105.4	1.9[fluorescence artefact?]

The order is random, and some 26% of all compounds hit somewhere here.
